High-throughput results as filed in PubChem.
HCMV inh: inhibitors of human cytomegalovirus; HFF cells, HCMV-luciferase reporter, 72 h; active compounds read low; activity change, negative = inhibition, % at 57.5 µM; actives 4.5% (n = 410,000); in the data active = activity change below about -60%; inconclusive = no clear call, values can overlap the other calls; inactive = above about -39%
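Luciferase read-out from HCMV-luciferase-infected HFFs (MOI 1 PFU/cell) 72 h post infection at 37C; compounds added after 16 h cell attachment; activity normalized between buffer-only basal and Salinomycin (10uM) inhibitor controls.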
FBPA Giardia inh: inhibitors of Giardia lamblia fructose-1,6-bisphosphate aldolase. Potency, µM (series often up to 59.6 µM), for inactives: at the highest dose activity, negative = inhibition, hits mostly inhibitors. A8B2U2. purified Giardia FBPA. actives 0.71% (n = 290,000); also: potency is read from the fitted curve at half-maximal effect; nearly all actives have a fitted effect of over 55% in size
Target sequence (A8B2U2 whole entry, looked up): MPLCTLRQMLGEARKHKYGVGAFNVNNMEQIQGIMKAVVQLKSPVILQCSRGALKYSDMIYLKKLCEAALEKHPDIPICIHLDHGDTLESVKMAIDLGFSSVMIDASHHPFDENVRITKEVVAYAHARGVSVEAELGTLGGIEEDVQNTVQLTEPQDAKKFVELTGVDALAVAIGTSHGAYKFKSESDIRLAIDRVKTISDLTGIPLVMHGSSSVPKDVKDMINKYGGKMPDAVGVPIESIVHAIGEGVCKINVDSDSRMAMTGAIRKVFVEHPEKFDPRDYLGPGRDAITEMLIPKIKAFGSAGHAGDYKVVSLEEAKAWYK
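Giardia FBPA (40 nM reagent) was preincubated 10 min at RT with compound (up to 57.5 uM final), then substrate plus GAPDH/TPI/NAD/arsenate coupling system with diaphorase/resazurin was added; resorufin fluorescence (525/598 nm) was read after 20 min.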
HCV inh: blocks hepatitis C virus | AID 651820 | actives 3.4% (n = 340,000) | Huh7.5.1 HCVcc-Cre infection, luciferase reporter, 44 h | Potency, µM (series often up to 41.8 µM), for inactives: at the highest dose activity change, negative = inhibition, most hits filed as inhibitors; also: potency is read from the fitted curve at half-maximal effect
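After 44 h co-culture of compound, cells and HCVcc-Cre (~0.5 moi), substrate is added for 15 min at room temperature and luciferase measured over 15 sec. Cells were seeded at 1,000/well and pre-cultured 4 h.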
Sm TGR block: inhibitors of Schistosoma mansoni thioredoxin glutathione reductase; actives 3% (n = 360,000); Q962Y6; purified TGR, DTNB reduction, TNB absorbance 405 nm; AID 485364; Potency, µM (doses to about 114 µM), for inactives: top-dose activity change, negative = inhibition, usual class: inhibitors; also: potency is read from the fitted curve at half-maximal effect; nearly all actives have a fitted effect of over 60% in size
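Kinetic colorimetric format: TGR-catalysed, NADPH-driven DTNB reduction monitored via TNB absorbance. Enzyme dispensed at 20 nM; compound exposure 15 min at room temperature before reaction start.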
AmpC inh detg: AmpC beta-lactamase inhibition with detergent present; P00811; AmpC hydrolysis of nitrocefin, absorbance 480 nm, 0.01% Triton; Potency, µM (titrated, usually from 114 µM), inactives show at the highest dose activity change, negative = inhibition, actives largely listed as inhibitors; actives 0.041% (n = 370,000); AID 485294;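 also: potency is read from the fitted curve at half-maximal effect; 0% = no-compound wells and -100% = no-enzyme wells; nearly all actives have a fitted effect of over 25% in size; some results filed as inactive show a strong effect at the top dose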
Target sequence (P00811 whole entry, looked up): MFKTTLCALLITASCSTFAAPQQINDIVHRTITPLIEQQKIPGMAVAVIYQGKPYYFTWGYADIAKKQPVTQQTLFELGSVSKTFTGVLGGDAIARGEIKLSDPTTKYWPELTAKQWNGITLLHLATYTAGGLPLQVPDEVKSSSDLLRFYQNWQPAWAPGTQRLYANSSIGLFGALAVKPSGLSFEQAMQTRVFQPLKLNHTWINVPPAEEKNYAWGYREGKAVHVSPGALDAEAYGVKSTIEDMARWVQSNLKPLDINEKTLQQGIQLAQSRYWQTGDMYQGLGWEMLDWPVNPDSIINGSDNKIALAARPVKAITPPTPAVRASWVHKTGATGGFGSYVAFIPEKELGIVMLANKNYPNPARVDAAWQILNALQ
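AmpC (5.3 nM in the dispensed reagent) in 20 mM phosphate pH 7.0 with 0.01% (detergent screen) or 0.0001% Triton X-100 was preincubated with compounds for 15 min at room temperature. Nitrocefin was then added from an 800 uM solution, and hydrolysis was followed at 480 nm.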
AMA1-RON2 inh: inhibitors of Plasmodium falciparum AMA1-RON2 interaction. actives 0.2% (n = 360,000). Potency, µM (top dose mostly 58.2 µM), for the others: at the highest dose activity change, negative = inhibition, actives largely listed as inhibitors. AlphaScreen AMA1-biotinylated RON2 peptide binding;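 also: potency is read from the fitted curve at half-maximal effect; 0% = vehicle wells and -100% = peptide control; nearly all actives have a fitted effect of over 45% in size; some results filed as inactive show a strong effect at the top dose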
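AMA1 (3D7) with his tag at 25 nM final met compounds first, then biotinylated RON2 peptide at 25 nM; detection used donor plus acceptor beads, 10 µg/mL apiece, read by AlphaScreen after 30 min at room temperature.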
Numbers without * were called inactive; ? = inconclusive; nt = no result given; [ ] = another dose, or the depositor's remark. Unless noted, calls follow the shape of the dose curve; as a rule, active = well fitted curve in the direction sought with a large enough effect; inconclusive = small, poorly fitted or top-dose-only effect, or another doubt; inactive = no such curve, though single readings can be large; an effect the other way counts as inactive or inconclusive. Unless noted, % is scaled to controls: 0 for no effect and ±100 for the full control effect. Outcome played no part in choosing rows. Share with any hit: about 9.3%.

Values run as follows: HCMV inh, FBPA Giardia inh, HCV inh, Sm TGR block, AmpC inh detg, AMA1-RON2 inh
1	CC(C)c1nnc(NC(=O)C2CCCO2)s1 (configuration not stated)
 : -2, 0%, 1%, 0%, 2%, -8%
2	O=C(COc1ccccc1)N1CCN(c2ccc([N+](=O)[O-])c(N3CCCCC3)c2)CC1
 : -7, -1%, 7.1µM*, -21%, 2%, -23%
3	COc1ccc(S(=O)(=O)Nc2ccc3c(c2)CCCN3S(=O)(=O)c2ccc(C)cc2)cc1F
 : -64*, nt, nt, -18%, 10%, nt
4	COC(=O)C1CCN(C(=O)COC(=O)C2CCN(S(=O)(=O)c3ccc4c(c3)OCCO4)CC2)CC1
 : 9, nt, 9%, -8%, ?, -10%
5	O=C(Nc1ccccc1Cl)OC1CCCCC1
 : -10, 9%, 20%, 3%, -7%, 55%[activator]
6	COC(=O)/C(C#N)=C/c1c(N2CCN(c3ccccc3)CC2)nc2c(C)cccn2c1=O
 : -16, -14%, ?, -6%, -1%, -26%
7	Nc1nnc(SCc2ccc(F)cc2)n1-c1ccccc1
 : -4, 0%, 0%, 0%, -11%, -1%
8	CCC(Sc1nc2cc(OC)c(OC)cc2c(=O)n1Cc1ccco1)C(=O)NCCOC (configuration not stated)
 : 88, 3%, -25%, -10%, -11%, -16%
9	C=CCNC(=S)NNC(=O)c1ccc(=O)n(Cc2ccccc2)c1
 : 39, 2%, 16%, 6%, -7%, 55%[activator]
10	Cc1ccc(C(C)C)c(OCC(=O)N2CCN(CC(=O)N3CCOCC3)CC2)c1
 : -6, nt, -6%, -6%, 6%, 0%
11	Cc1ccc(NC(=S)c2ccc3ccccc3n2)c(C)c1
 : 44, 11%, -13%, 6%, ?, 2%
12	COc1ccccc1N1CCN(S(=O)(=O)c2c(C)[nH]c(C)c2C(=O)N2CCCC2)CC1
 : -26, nt, -2%, 2%, -1%, 5%
13	COc1cc(OC)cc(C(=O)NNC(=S)NC(=O)c2cccnc2)c1
 : -26, 2µM*, 10%, -2%, -1%, -4%
14	Cc1ccc(NC(=O)c2ccc3c(c2)C(=O)N(Cc2cccnc2)C3=O)c(C)c1
 : 66, 0%, 6%, 0%, ?, -6%
15	OCOCCCn1c(C2CCCN2c2nc(-c3ccc(F)cc3)cs2)nc2cc(Cl)c(N3CCCCC3)cc21 (configuration not stated)
 : -39, nt, ?, nt, nt, 6%
16	Cc1ccc(NC(=O)CNc2cc(S(=O)(=O)N3CCOCC3)ccc2N2CCOCC2)cc1S(=O)(=O)N(C)C
 : 64, nt, -1%, nt, nt, -3%
17	CCN(CC(=O)Nc1c(F)cccc1F)C(=O)CCCc1cccs1
 : -31, nt, 3%, 4%, -5%, 11%
18	O=C(COc1ccc(Cl)cc1Br)OCC(=O)c1ccc[nH]1
 : -12, nt, 16%, nt, nt, -2%
19	COc1ccc2[nH]cc(CCNC(=O)c3cnn(-c4ccc(C)cc4)c3C3CCN(C(=O)OC(C)(C)C)CC3)c2c1
 : ?, nt, nt, 7%, 16%, nt
20	Cc1ccc(NC(=O)c2ccc(OC(=O)CCN3C(=O)c4ccccc4C3=O)cc2)cc1
 : 150, -3%, -4%, -13%, -13%, -29%
21	CCOC(=O)c1oc2nc(CC(C)C)c3c(c2c1N)CCCC3
 : 14, 13%, 2.8µM*, -19%, 3%, -6%
22	CCOc1ccc(CCNC(=O)COC(=O)COc2ccc(C(=O)CC)cc2)cc1OCC
 : 18, nt, 9%, 3%, -8%, 4%
23	CN(Cc1ccccc1)S(=O)(=O)c1ccc(Cl)c(C(=O)NCc2ccncc2)c1
 : ?, nt, -18%, 5%, -5%, 0%
24	COc1ccc(C(=O)NCCn2cc(SCC(=O)Nc3ccc(C)cc3)c3ccccc32)cc1
 : -11, nt, nt, -4%, 12%, nt
25	CCN1CCN(c2ccc(S(=O)(=O)N3CCCCC3)cc2NC(=O)CCNC(C)=O)CC1
 : -23, nt, 0%, nt, nt, 8%
26	CCN(CC)C(=O)c1ccc(COc2ccccc2Br)o1
 : 47, 0%, ?, ?, -5%, -14%
27	O=C(CCn1nnc2ccccc21)N1CCC(O)(c2cccc(F)c2)CC1
 : 15, 7%, 7%, 7%, 5%, -11%
28	O=C(COc1ccccc1-c1ccccc1)N/N=C/c1cccc2ccccc12
 : -82*, -1%, 1.8µM*, 1%, ?, -22%
29	COc1cc(NC(=O)COC(=O)CNC(=O)c2ccc(C)cc2)c(C)cc1[N+](=O)[O-]
 : -20, 12%, ?, -2%, -10%, -4%
30	O=C(NCCC1=CCCCC1)C1CCN(S(=O)(=O)c2cccc3cccnc23)CC1
 : 40, -2%, ?, -21%, ?, -1%

Sorted by count of non-hydrogen atoms (low to high): four of the compounds above.
Values run as follows: HCMV inh, FBPA Giardia inh, HCV inh, Sm TGR block, AmpC inh detg, AMA1-RON2 inh
17	CCN(CC(=O)Nc1c(F)cccc1F)C(=O)CCCc1cccs1
 : -31, nt, 3%, 4%, -5%, 11%
27	O=C(CCn1nnc2ccccc21)N1CCC(O)(c2cccc(F)c2)CC1
 : 15, 7%, 7%, 7%, 5%, -11%
28	O=C(COc1ccccc1-c1ccccc1)N/N=C/c1cccc2ccccc12
 : -82*, -1%, 1.8µM*, 1%, ?, -22%
12	COc1ccccc1N1CCN(S(=O)(=O)c2c(C)[nH]c(C)c2C(=O)N2CCCC2)CC1
 : -26, nt, -2%, 2%, -1%, 5%

Remaining list, next part:
Values run as follows: HCMV inh, FBPA Giardia inh, HCV inh, Sm TGR block, AmpC inh detg, AMA1-RON2 inh
31	N#CCC(=O)Nc1ccc(C(=O)OCC(=O)NNC(=O)c2ccc(Cl)cc2)cc1
 : -27, nt, 6%, -8%, -14%, 105%[activator]
32	CN1C(=O)C(=Cc2ccccc2OCCOc2ccc([N+](=O)[O-])cc2)C(=O)N(C)C1=O
 : -20, -16%, 3%, -16%, 8%, 13%
33	CCC(=O)Nc1sc(C(=O)Nc2ccccc2OC)c(C)c1C(=O)OC
 : 113, 7%, -15%, nt, 3%, 22%
34	COc1ccc(/C=c2\sc3nc(-c4ccccc4)c(-c4ccccc4)n3c2=O)cc1OC
 : -8, -6%, -11%, -26%, -9%, 0%
35	Cc1cc(NC(=O)COC(=O)C2CC(=O)N(c3ccc(C)c(Cl)c3)C2)no1 (configuration not stated)
 : 35, 8%, 22%, 4%, 1%, -3%
36	COc1ccc(NS(=O)(=O)c2ccc(N3CCOCC3)c(NC(=O)c3ccccc3Cl)c2)cc1
 : -13, 0%, ?, -15%, ?, 9%
37	COc1cc(-c2cc(C(=O)N3CCN(c4ccccn4)CC3)c3ccccc3n2)cc(OC)c1OC
 : 40, 0%, 13µM*, 1%, -9%, 0%
38	COc1ccc(C(=O)C2CCCN(Cc3ccc(NC(C)=O)cc3)C2)cc1OC (configuration not stated)
 : 54, 3%, -5%, 8%, -3%, -2%
39	Cc1cccc(NC(=O)c2ccc(COc3cccc4ccccc34)o2)n1
 : 43, -7%, ?, 4%, 3%, ?
40	COCC(C)NC(=O)CSc1nnc(-c2cccc(S(=O)(=O)N3CCCCC3)c2)o1 (configuration not stated)
 : 4, 0%, 8%, 5%, -14%, -7%
41	CN1CCN(CCc2nc3cc(NC(=O)COc4ccc([N+](=O)[O-])cc4)ccc3n2C)CC1
 : ?, 7%, -12%, -19%, -4%, 25%
42	Cn1c(=O)c2c(nc(NCCNC(=O)c3ccco3)n2Cc2ccc(F)cc2)n(C)c1=O
 : 150, nt, ?, -5%, 3%, -4%
43	O=C(c1cc(-c2ccc(Cl)cc2)on1)N1CCCCCC1
 : 14, -15%, -5%, 5%, 8%, 11%
44	COc1ccc(C2=NCN(c3ccc(C)cc3)C(=S)N2)cc1
 : -14, -1%, -5%, 13%, ?, 14%
45	CC(=O)NC1CC(=O)N(c2ccc3c(c2)OCCO3)C1 (configuration not stated)
 : 11, nt, nt, 48%[activator], -1%, nt
46	CCOc1cc(C(=O)OC(C(=O)NC(=O)NC)c2ccccc2)ccc1OCC(=O)N1CCOCC1 (configuration not stated)
 : 34, nt, -19%, nt, nt, -2%
47	Cc1ccccc1OCCC(=O)Nc1ccc(F)c(Cl)c1
 : 2, 0%, -14%, -10%, -5%, 14%
48	CCOc1ccccc1NC(=O)Cn1nc(-c2ccco2)ccc1=O
 : -9, -5%, -10%, 16µM*, -12%, 15%
49	C=CCn1c(O)c(C(CC)=NCc2cccnc2)c(=O)[nH]c1=O
 : -17, -4%, 10%, -16%, ?, -5%
50	COCCn1c(SCC(=O)NCC2CCCO2)nc2c(c1=O)SC(C)C2 (configuration not stated)
 : -36, 4%, 3%, -11%, ?, -7%
51	COc1ccc(NC(=O)Cn2c(=O)n(Cc3ccccc3)c(=O)c3sc4ccccc4c32)cc1
 : 3, nt, nt, -1%, -1%, nt
52	CCCNC(=O)c1ccc(Cl)c(Cl)c1
 : -3, 0%, -15%, -10%, -1%, -10%
53	O=C(CCOc1ccccc1)NNC(=O)c1ccccc1
 : -33, nt, 0%, nt, nt, 24%
54	Cc1cnccc1CN(C)Cc1cn(C)nc1-c1ccc(Oc2ccccc2)cc1
 : -35, -10%, -29%, -27%[57.1 µM], -4%, -16%
55	FC(F)(F)c1cnc(N2CCC(=NOCc3ccc(Cl)cc3)CC2)c(Cl)c1
 : -20, -1%, 11%, -27%, 6%, 64%[activator]
56	Cc1nc(S(=O)(=O)c2ccc(Cl)cc2)c(NCc2ccccc2)o1
 : 22, -6%, ?, 40µM*, 56µM*, -3%
57	COc1ccc(CN2CCNC(=O)C2CC(=O)NC2CCCC2)c(C)c1C (configuration not stated)
 : 0, -15%, 4%, ?, -12%, 12%
58	CC(=O)Nc1ccc(SCC(=O)N(CCC#N)c2cc(C)cc(C)c2)cc1
 : -8, 3%, -5%, 4%, -7%, 0%
59	O=C(NN=C1C2CC3CC(C2)CC1C3)c1ccccc1O
 : 0, ?, -13%, 30%, 8%, 125%[activator]

An excerpt of these results, field by field.
53. O=C(CCOc1ccccc1)NNC(=O)c1ccccc1
  HCMV inh = -33 | FBPA Giardia inh = nt | HCV inh = 0% | Sm TGR block = nt | AmpC inh detg = nt | AMA1-RON2 inh = 24%
54. Cc1cnccc1CN(C)Cc1cn(C)nc1-c1ccc(Oc2ccccc2)cc1
  HCMV inh = -35 | FBPA Giardia inh = -10% | HCV inh = -29% | Sm TGR block = -27%[57.1 µM] | AmpC inh detg = -4% | AMA1-RON2 inh = -16%
55. FC(F)(F)c1cnc(N2CCC(=NOCc3ccc(Cl)cc3)CC2)c(Cl)c1
  HCMV inh = -20 | FBPA Giardia inh = -1% | HCV inh = 11% | Sm TGR block = -27% | AmpC inh detg = 6% | AMA1-RON2 inh = 64%[activator]
56. Cc1nc(S(=O)(=O)c2ccc(Cl)cc2)c(NCc2ccccc2)o1
  HCMV inh = 22 | FBPA Giardia inh = -6% | HCV inh = ? | Sm TGR block = 40µM* | AmpC inh detg = 56µM* | AMA1-RON2 inh = -3%
